# OX1R antagonist: human HCRTR1 antagonism | inhibition, % at 5 µM | CHO/OX1R cells, Fluo-8 calcium fluorescence, orexin A | O43613 | AID 434989 | 330,000 tested, 0.43% active;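 active = inhibition above its plate's threshold, mean inhibition of all tested compounds on the plate plus 3 SD, cut at about 37% in these data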;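 note: 0% = orexin A challenge wells and 100% = SB-334867-A antagonist wells; not every result past the cut was called active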
# Target sequence (O43613 whole entry, looked up): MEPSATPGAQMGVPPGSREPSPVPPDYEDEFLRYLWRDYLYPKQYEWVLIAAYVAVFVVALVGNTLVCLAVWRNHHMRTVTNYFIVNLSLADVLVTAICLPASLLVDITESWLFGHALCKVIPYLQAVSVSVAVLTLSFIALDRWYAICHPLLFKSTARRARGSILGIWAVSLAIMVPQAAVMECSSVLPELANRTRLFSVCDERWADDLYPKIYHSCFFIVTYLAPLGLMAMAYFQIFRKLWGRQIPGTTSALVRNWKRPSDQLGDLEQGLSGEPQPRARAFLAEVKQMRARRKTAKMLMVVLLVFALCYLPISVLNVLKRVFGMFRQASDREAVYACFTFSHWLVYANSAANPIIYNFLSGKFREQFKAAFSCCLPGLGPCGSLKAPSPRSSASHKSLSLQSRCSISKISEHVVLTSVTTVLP
# CHT PAM: allosteric activators of human choline transporter CHT. Q9GZV3. B-score at 10 µM. CHT-expressing cells, membrane potential dye, choline EC20; active compounds read high; LV-AA mutant CHT in HEK293 cells. 310,000 tested, 0.49% active. AID 488977;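 active = initial fluorescence not abnormally high and integrated response B-score, plate-corrected, over 3 SD above library mean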
# Target sequence (Q9GZV3 whole entry, looked up): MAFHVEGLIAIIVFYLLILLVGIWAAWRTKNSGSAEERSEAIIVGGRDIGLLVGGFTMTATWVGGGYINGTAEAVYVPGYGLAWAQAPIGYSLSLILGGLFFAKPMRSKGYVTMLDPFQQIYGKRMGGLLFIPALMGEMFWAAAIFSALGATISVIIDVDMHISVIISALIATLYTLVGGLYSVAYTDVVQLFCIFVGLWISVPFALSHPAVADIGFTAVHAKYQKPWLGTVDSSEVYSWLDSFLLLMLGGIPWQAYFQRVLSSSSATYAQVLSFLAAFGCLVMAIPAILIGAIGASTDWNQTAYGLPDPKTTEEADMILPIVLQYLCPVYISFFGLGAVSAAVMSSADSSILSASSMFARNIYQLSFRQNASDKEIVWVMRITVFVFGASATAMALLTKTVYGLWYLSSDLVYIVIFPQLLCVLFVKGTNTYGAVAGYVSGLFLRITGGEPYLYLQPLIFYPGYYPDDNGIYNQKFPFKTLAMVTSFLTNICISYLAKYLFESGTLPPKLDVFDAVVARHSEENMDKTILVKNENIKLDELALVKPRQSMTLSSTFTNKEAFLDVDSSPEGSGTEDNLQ
# Active calls of the source: *; i = inactive; x = no result given. Outcome played no part in choosing rows. About 0.83% of those tested had a hit in this group.
Compound,OX1R antagonist,CHT PAM
CCCNc1nc2c(c(=O)[nH]c(=O)n2C)n1CCOc1ccccc1,-29,i
CCOc1ccc(CN2CCCN(C)CC2)cc1,-31,i
O=C1CCCN1CN(C(=O)c1ccc2c(c1)OCO2)c1ccc(F)cc1,2,i
CCCCNC(=O)c1ccc(N2CCOCC2)c(NS(=O)(=O)c2ccc(OC)cc2)c1,-21,i
FC(F)(F)c1cnc(-c2cnc(-c3cccnc3)nc2)c(Cl)c1,-15,i
CCOP(=O)(c1ccccc1)C(O)c1ccccc1 (stereo not given),13,i
COc1ccc(C2C(C#N)=C(N)OC3=C2C(=O)CC(C)(C)C3)cc1Cn1cc([N+](=O)[O-])cn1 (stereo not given),-45,i
O=c1cc(-c2ccccc2)nc2n1Cc1ccccc1-2,-2,i
CCOC(=O)c1nc(C)n(-c2ccc(Cl)cc2)n1,-17,i
COc1ccc(C2C(C#N)=C(N)Oc3cc(N)ccc32)cc1 (stereo not given),x,i
O=C(NCC1CCCO1)c1cc(S(=O)(=O)N2CCOCC2)ccc1Cl (stereo not given),-8,i
COc1cc(S(=O)(=O)NCc2ccc3c(c2)OCO3)ccc1Cl,2,i
CCOC(=O)c1ccc(Nc2nc(C)cc(C)n2)cc1,x,i
COC(=O)c1ccc(NC(=S)NC2CCCCC2)cc1,-10,i
Cc1cc(=O)oc2ccc(OCC(=O)O)cc12,5,i
Cc1ccc(-n2nc3c(c2NC(=O)c2ccc(F)c(F)c2)CS(=O)(=O)C3)cc1,-4,i
CC1CCN(CCCN2C(=O)C3C(C(=O)Nc4cccc(Cl)c4)C4C=CC3(O4)C2C(=O)NC2CCCCC2)CC1 (stereo not given),-4,i
O=C(c1cn(CC(=O)N2CCCCC2)c2ccccc12)C1CC1,-30,i
CC(Sc1nnnn1C)C(=O)NC(=O)NC1CCCCC1 (stereo not given),-20,i
O=C1CC(N2CCOCC2)C(=O)N1c1cccc(Cl)c1 (stereo not given),-13,i
O=C1CCCCCN1C(=O)c1ccc(C(=O)N2CCCCCC2=O)cc1,-1,i
COc1ccc(-c2sc3ccc(OC)cc3c2C#Cc2ccccn2)cc1,-20,x
CC1C(=O)Nc2ccccc2N1C(=O)C1CC1 (stereo not given),3,i
Cn1c(CC(=O)Nc2ccc(Cl)c(Cl)c2)nnc1SCC(=O)N1CCN(c2ccccc2)CC1,-5,i
CC(=O)c1cc(C#N)c(NCCCN(C)C)nc1C,-13,i
CCCCOC(=O)CCc1nc2ccccc2[nH]c1=O,1,i
O=C(NCC(c1ccco1)N1CCOCC1)c1ccccc1 (stereo not given),-3,i
CCOC(=O)c1nn(-c2ccc(Cl)cc2)c2nnc(Cc3ccc(C)cc3)c(=O)n12,-28,i
O=C(CSc1ccc(Br)cc1)NCC1CCCO1 (stereo not given),-6,i
CN(C)CCNC(=O)c1ccccc1,-7,i

# One compound at a time, from the list above. Screens in order: OX1R antagonist, CHT PAM
# Shown for O=C(c1cn(CC(=O)N2CCCCC2)c2ccccc12)C1CC1 = -30, i
# Shown for Cc1ccc(-n2nc3c(c2NC(=O)c2ccc(F)c(F)c2)CS(=O)(=O)C3)cc1 = -4, i

# Further structures follow:
Compound,OX1R antagonist,CHT PAM
CCOc1cccc(C(=O)NC(=S)Nc2cccnc2)c1,-26,i
COc1cccc(-c2[nH]nc3c2C(c2ccoc2)C(C#N)=C(N)O3)c1 (stereo not given),-14,i
O=C(N/N=C1\CC(c2ccccc2)Oc2ccccc21)c1ccccn1 (stereo not given),-22,i
COc1ccc([N+](=O)[O-])cc1NS(=O)(=O)c1ccc(Cl)c(C(=O)Nc2sc3c(c2C#N)CCCCC3)c1,-14,i
O=C(O)CC(CC(=O)Nc1ccc2ccccc2n1)c1ccccc1 (stereo not given),-16,i
NS(=O)(=O)c1cc(C(=O)N2CCc3ccccc32)c(Cl)cc1Cl,-16,i
CCN(CC)S(=O)(=O)N1CCC(C(=O)NC2CCCC2)CC1,-11,i
Cn1c(=O)n(Cc2ccccc2)c2ccccc21,0,i
COc1ccc(C)cc1NC(=O)CCc1ccc(S(=O)(=O)N2CCOCC2)cc1,-27,x
CCCCN(C)Cc1c(C(=O)N2CCc3ccccc3C2)nc2ccc(Cl)cn12,-43,i
CC(C)C[C@H](NC(=O)N1CCn2c1nc1ccccc12)C(=O)N[C@@H](C(=O)O)c1ccccc1,-7,i
CNC(=O)COc1ccc(C=O)cc1OC,2,i
Cc1ccc(NC(=O)Cn2cccc2C2=NC(c3ccccc3)CO2)cc1C (stereo not given),-24,i
CCOC(=O)C1CCN(c2cc(=O)n(-c3ccc(OC)cc3)c(=O)[nH]2)CC1,-16,i
CCSCCOC(=O)C1=C(C)N(C)C(=O)NC1c1ccc2c(c1)OCO2 (stereo not given),-28,i
CCC1CCCCN1CCCNC(=O)c1ccc(N2CCCC2=O)cc1 (stereo not given),-12,i
CCN(CC)c1ccc(/C=N/Nc2nc(C)cc(=O)[nH]2)c(O)c1,-34,i
COc1ccc(-c2nsc3c(SCc4ccccc4)ncnc23)cc1,-7,i
CCN(CC)S(=O)(=O)c1ccc(N2CCOCC2)c(NC(=O)C2CCCC2)c1,-29,i
COc1ccccc1N1CCN(CCCCOc2ccc(C)cc2C)CC1,-33,i
CCn1c(=O)[nH]c(=O)c2c(N)c(C(=O)c3cc(F)ccc3F)sc21,-9,i
C=CCN1C(=O)C2(NC(=O)c3ccccc3N2)c2ccccc21 (stereo not given),12,i
Cc1cc(C)n2nc(C(=O)N/N=C/c3ccccc3Cl)nc2n1,-18,i
O=C(N/N=C1\CC(c2ccccc2)Oc2ccccc21)c1ccc(O)cc1 (stereo not given),-7,i
Cc1ccccc1C(=O)NC(=S)Nc1ccc(Oc2ccc(Cl)cc2)cc1,-18,i
COc1ccc(-n2c(=O)c3c(C)c(C)sc3n(Cc3cccc(F)c3)c2=O)c(OC)c1,-16,i
CCC(C)C(NC(=O)C(C)NC(=O)CNC(=O)CNC(=O)OCc1ccccc1)C(=O)OC (stereo not given),-28,i
O=C(Nc1ccc2c(c1)OCCO2)C1CCN(S(=O)(=O)c2cccs2)CC1,-19,i
O=C(NNc1cccc(Cl)c1)c1cccnc1Oc1ccccc1,-14,i
CC(C(c1ccc2c(c1)OCO2)c1c(N)n(C)c(=O)n(C)c1=O)[N+](=O)[O-] (stereo not given),-4,i
Cc1ccc(C)c(NC(=S)NC(C)C(c2cccs2)N2CCOCC2)c1 (stereo not given),-20,i
NC(=O)C1CCN(C(=O)C(=O)c2cn(CC(=O)N3CCCC3)c3ccccc23)CC1,-15,i
Cc1ccc(NC(=S)N(C)N)cc1Cl,-5,i
C=CCn1c(C)cc(C(=O)COC(=O)C2CC(=O)N(Cc3ccccc3)C2)c1C (stereo not given),-31,i
CCOC(=O)C1CCN(S(=O)(=O)c2ccc3c4c2CC(=O)N4CC(C)S3)CC1 (stereo not given),-41,i
O=C(O)CC1(CC(=O)N2CCC(C(=O)O)CC2)CCCC1,-14,i
COc1ccc2oc(=O)c(C(=O)N3CCN(C(=O)c4ccccc4)CC3)cc2c1,-16,i
O=C(c1cc(-c2ccccc2Cl)nc2ccc(Br)cc12)N1CCN(c2ccccn2)CC1,-22,i
CC(=O)C1=C(O)C(=O)OC1c1ccc(C)cc1 (stereo not given),-15,i
COCc1ccc(C(=O)Nc2ccccc2C(=O)NCc2cccnc2)cc1,-15,i
NS(=O)(=O)c1ccc(CCNC(=O)c2ccc(S(=O)(=O)N3CCCCC3)cc2)cc1,-15,i
COc1cc(Cl)c(C)cc1NC(=O)COC(=O)c1cc(SC)ccc1Cl,-15,i
Cc1ccc(C2CC(c3ccccc3)=NN2C(=O)CSc2nnc(-c3ccncc3)n2C)o1 (stereo not given),-10,i
Cc1ccc(S(=O)(=O)N2c3ccccc3-c3c(ssc3=S)C2(C)C)cc1,42*,i
COc1ccccc1C(c1nnnn1C(C)(C)C)N1CCN(C(=O)c2ccco2)CC1 (stereo not given),-12,i
COCC(=O)N1CCC(Oc2ccc(C(=O)NC(C)c3nccs3)cc2)CC1 (stereo not given),-1,i
O=C(COC(=O)[C@H](Cc1c[nH]c2ccccc12)NC(=O)c1cccs1)NCc1ccccc1,33,i
CCCn1c(CN2CCN(C(=O)c3ccco3)CC2)nc2c1c(=O)n(C)c(=O)n2C,-5,i
Cc1nn(-c2ccccc2)c(Cl)c1/C=N/Nc1ccc(S(=O)(=O)Nc2ccccc2C(=O)O)cc1[N+](=O)[O-],-20,i
COc1ccccc1-c1ccc(=O)n(CC(=O)NC(C)(C)C)n1,8,i
O=C(NNC(=O)c1ccc(SCC2CCCO2)c([N+](=O)[O-])c1)c1ccc(F)cc1 (stereo not given),4,i
Cc1cc(C)c2cc(CN(Cc3cccs3)Cc3nnnn3CC3CCCO3)c(=O)[nH]c2c1 (stereo not given),-37,i
COc1ccc(-c2[nH]ncc2Oc2ccccc2OC)c(O)c1,-5,i
CCOC(=O)c1c(C)[nH]c(C)c1S(=O)(=O)N(C)CC(=O)N(C)Cc1ccccc1,-18,i
COc1ccc(CNC(=O)CSc2nc(SC)ns2)cc1,-21,i
Cc1csc2ncnc(N3CCN(C(=S)Nc4ccc(C(F)(F)F)cc4)CC3)c12,49*,i
CCOC(=O)c1cccc(NC(=O)CCCn2c(=O)c3cccn3c3cccnc32)c1,-9,i
C/C(=N\Nc1cc(N2CCOCC2)nc(C)n1)c1ccc(F)cc1,-17,i
CCOc1ccc2nc(NC(=O)Nc3cccs3)sc2c1,-33,i
CCOC(=O)C1CCN(c2ncnc3c2nnn3Cc2ccccc2Cl)CC1,-15,i

# Further entries:
Compound,OX1R antagonist,CHT PAM
CCOc1ccccc1NC(=O)N1CCCC1C(=O)Nc1ccc(NC(C)=O)cc1 (stereo not given),-15,i
CCc1ccc(OCc2nnc(SCC(=O)NCC3CCCO3)n2C)cc1 (stereo not given),-9,i
O=c1oc2ccccc2cc1-c1cn(-c2ccccc2)c(=S)[nH]1,-3,i
Cc1cc(OCC(=O)OCC(=O)N2CC(C)CC(C)C2)ccc1Cl (stereo not given),-34,x
O=C(COC(=O)c1nc(Cl)ccc1Cl)Nc1ccc(Cl)cc1,-5,x
Cn1cccc1/C=C1\SC(=Nc2cccc(O)c2)NC1=O,-15,i
O=C(Cc1ccc(Cl)cc1)N/N=C/c1ccncc1,-11,i
COc1cccc2cc(C(=O)NCCN3CCOCC3)oc12,-21,i
COc1cc(-c2noc(C3CCCN(C(=O)c4c(F)cccc4F)C3)n2)cc(OC)c1OC (stereo not given),-33,i
CCN1CCCC1CNC(=O)c1ccccc1Cl (stereo not given),-8,i
COc1ccc(NC(=O)C2CCN(c3nc(-c4ccc(OC)cc4)no3)CC2)cc1,1,i
COc1ccc(NS(=O)(=O)c2cccc(C(=O)O)c2)cc1S(=O)(=O)N1CCCCC1,-7,x
Cc1cc2ccccn2c1C(=O)c1ccc(F)cc1,-28,i
CCCCn1c(N)c(N(CC(C)C)C(=O)c2cccc(S(=O)(=O)N(C)c3ccccc3)c2)c(=O)[nH]c1=O,-22,i
Cc1cc(C)c(OCC(=O)N(C)CC(=O)Nc2ccc(N3CCOCC3)cc2)c(C)c1,-29,i
O=C(COc1ccc(S(=O)(=O)N2CCCC2)cc1)N1CCN(c2ccccc2F)CC1,-14,i
CN(C)c1ccc(S(=O)(=O)N(C)C)cc1[N+](=O)[O-],-10,i
O=C(CN1CCN(c2ccccc2)CC1)N1CCc2[nH]c3ccccc3c2C1,-20,i
CCc1ccc(C2c3[nH]c4ccccc4c3CCN2C(=O)c2cc(C)nn2C)cc1 (stereo not given),-20,i
CN(C)CCCN(C(=O)CCc1ccccc1)c1nc2ccc(Br)cc2s1,-17,i
CCOc1ccc(S(=O)(=O)Nc2nc3ccccc3nc2-n2ccc(=NC(=O)c3cccs3)cc2)cc1,-1,i
CCNc1nc(NC(C)C)nc(SCCOC(=O)c2ccccc2)n1,-28,i
CC(=O)Nc1ccc(S(=O)(=O)N2CCc3ccccc3C2CC(=O)O)cc1 (stereo not given),-7,i
Cc1ccc(CC(=O)NC2CCCc3ccccc32)cc1C (stereo not given),-17,i
COc1ccc(NC(=O)CCN2CCCCCC2)cc1,-10,i
CCOC(=O)Cc1cnc(NC(=O)Cn2nnc(-c3ccc(OCC)cc3)n2)s1,-9,i
COc1ccc([N+](=O)[O-])cc1NC(=O)c1ccc(N(Cc2ccccc2Cl)S(C)(=O)=O)cc1,0,i
CC(=O)Oc1ccc(C(=O)Cc2ccccn2)c(O)c1,-14,i
Cc1cc(=O)oc2cc(O)c(N=Nc3ccccc3)cc12,12,i
CCCC(C(=O)NC1CCCC1)N(Cc1ccc2c(c1)OCO2)C(=O)c1snc(C(N)=O)c1N (stereo not given),-7,i

# Part of the list above, with values under each structure.
# Each structure is followed by: OX1R antagonist | CHT PAM
CCN(CC)S(=O)(=O)c1ccc(N2CCOCC2)c(NC(=O)C2CCCC2)c1
→ -29 | i
COc1ccccc1N1CCN(CCCCOc2ccc(C)cc2C)CC1
→ -33 | i

# Looked up above.
# For OX1R antagonist, `O=C(CN1CCN(c2ccccc2)CC1)N1CCc2[nH]c3ccccc3c2C1` has -20
# For OX1R antagonist, `Cc1cc(C)c(OCC(=O)N(C)CC(=O)Nc2ccc(N3CCOCC3)cc2)c(C)c1` has -29
# For OX1R antagonist, `COc1ccc([N+](=O)[O-])cc1NC(=O)c1ccc(N(Cc2ccccc2Cl)S(C)(=O)=O)cc1` has 0

# Some of these compounds in order of their number in OX1R antagonist, high to low.
molecule	OX1R antagonist
CCCC(C(=O)NC1CCCC1)N(Cc1ccc2c(c1)OCO2)C(=O)c1snc(C(N)=O)c1N (stereo not given)	-7
CC(=O)Oc1ccc(C(=O)Cc2ccccn2)c(O)c1	-14
Cn1cccc1/C=C1\SC(=Nc2cccc(O)c2)NC1=O	-15

# High-throughput results (PubChem)
